Bioassay records (PubChem)
AT treatment = potential ataxia-telangiectasia treatment. […] A-T fibroblasts, KAP-1 phosphorylation AlphaLISA; neocarzinostatin DNA damage 30 min before lysis. 0.19% of 320,000 active. Potency, µM (series often up to 57.5 µM), inactives show at the top dose activation, hits mostly activators; also: potency is read from the fitted curve at half-maximal effect; % of control where 0% means no effect; nearly all actives have a fitted effect of over 45% in size
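hTERT-immortalized A-T patient fibroblasts ([…]), 500 cells/well in OPTI-MEM, 1% FBS, got compounds for 60 min, then NCS for 30 min at 37C. Lysates were then assayed for phospho-KAP-1 by AlphaLISA (anti-pKAP1 donor, anti-KAP1 acceptor beads), 6 hr at 25C.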
a7 integrin act = activators of alpha7 integrin expression for muscular dystrophy; alpha7betagal myoblasts, beta-gal FDG fluorescence, 48 h; Potency, µM (highest dose often 38.3 µM), for the others: top-dose activation, hits mostly activators; 0.064% of 350,000 active;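 also: potency is read from the fitted curve at half-maximal effect; 100% = response of the positive control SU9516; nearly all actives have a fitted effect of over 60% in size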
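alpha7betagal+/- myoblasts (passage 13, 250/well) treated 48 h at 37C with compounds at 1:260 dilution of DMSO stock. Lysed, then beta-galactosidase activity read as FDG fluorescence (ex 480/em 540) after 30 min, with pre-read for autofluorescence.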
CXXC DNA block = MLL CXXC-DNA interaction inhibition | Q03164 | MLL-CXXC / FITC-HOXA9 DNA fluorescence polarization | Potency, µM (highest dose often 115 µM), for inactives: top-dose activity change, negative = inhibition, hits mostly inhibitors | 0.037% of 290,000 active | AID 2662; active = well fitted inhibition curve with a large enough effect in the polarisation, with a control signal flat, not every such curve was filed as active; inconclusive = small, poorly fitted or top-dose-only effect, or effect the other way, or a change in a side signal; inactive = no such curve, though single readings can be large or run the other way; the % refers to the polarisation; also: potency is read from the fitted curve at half-maximal effect
Target sequence (Q03164 whole entry, looked up): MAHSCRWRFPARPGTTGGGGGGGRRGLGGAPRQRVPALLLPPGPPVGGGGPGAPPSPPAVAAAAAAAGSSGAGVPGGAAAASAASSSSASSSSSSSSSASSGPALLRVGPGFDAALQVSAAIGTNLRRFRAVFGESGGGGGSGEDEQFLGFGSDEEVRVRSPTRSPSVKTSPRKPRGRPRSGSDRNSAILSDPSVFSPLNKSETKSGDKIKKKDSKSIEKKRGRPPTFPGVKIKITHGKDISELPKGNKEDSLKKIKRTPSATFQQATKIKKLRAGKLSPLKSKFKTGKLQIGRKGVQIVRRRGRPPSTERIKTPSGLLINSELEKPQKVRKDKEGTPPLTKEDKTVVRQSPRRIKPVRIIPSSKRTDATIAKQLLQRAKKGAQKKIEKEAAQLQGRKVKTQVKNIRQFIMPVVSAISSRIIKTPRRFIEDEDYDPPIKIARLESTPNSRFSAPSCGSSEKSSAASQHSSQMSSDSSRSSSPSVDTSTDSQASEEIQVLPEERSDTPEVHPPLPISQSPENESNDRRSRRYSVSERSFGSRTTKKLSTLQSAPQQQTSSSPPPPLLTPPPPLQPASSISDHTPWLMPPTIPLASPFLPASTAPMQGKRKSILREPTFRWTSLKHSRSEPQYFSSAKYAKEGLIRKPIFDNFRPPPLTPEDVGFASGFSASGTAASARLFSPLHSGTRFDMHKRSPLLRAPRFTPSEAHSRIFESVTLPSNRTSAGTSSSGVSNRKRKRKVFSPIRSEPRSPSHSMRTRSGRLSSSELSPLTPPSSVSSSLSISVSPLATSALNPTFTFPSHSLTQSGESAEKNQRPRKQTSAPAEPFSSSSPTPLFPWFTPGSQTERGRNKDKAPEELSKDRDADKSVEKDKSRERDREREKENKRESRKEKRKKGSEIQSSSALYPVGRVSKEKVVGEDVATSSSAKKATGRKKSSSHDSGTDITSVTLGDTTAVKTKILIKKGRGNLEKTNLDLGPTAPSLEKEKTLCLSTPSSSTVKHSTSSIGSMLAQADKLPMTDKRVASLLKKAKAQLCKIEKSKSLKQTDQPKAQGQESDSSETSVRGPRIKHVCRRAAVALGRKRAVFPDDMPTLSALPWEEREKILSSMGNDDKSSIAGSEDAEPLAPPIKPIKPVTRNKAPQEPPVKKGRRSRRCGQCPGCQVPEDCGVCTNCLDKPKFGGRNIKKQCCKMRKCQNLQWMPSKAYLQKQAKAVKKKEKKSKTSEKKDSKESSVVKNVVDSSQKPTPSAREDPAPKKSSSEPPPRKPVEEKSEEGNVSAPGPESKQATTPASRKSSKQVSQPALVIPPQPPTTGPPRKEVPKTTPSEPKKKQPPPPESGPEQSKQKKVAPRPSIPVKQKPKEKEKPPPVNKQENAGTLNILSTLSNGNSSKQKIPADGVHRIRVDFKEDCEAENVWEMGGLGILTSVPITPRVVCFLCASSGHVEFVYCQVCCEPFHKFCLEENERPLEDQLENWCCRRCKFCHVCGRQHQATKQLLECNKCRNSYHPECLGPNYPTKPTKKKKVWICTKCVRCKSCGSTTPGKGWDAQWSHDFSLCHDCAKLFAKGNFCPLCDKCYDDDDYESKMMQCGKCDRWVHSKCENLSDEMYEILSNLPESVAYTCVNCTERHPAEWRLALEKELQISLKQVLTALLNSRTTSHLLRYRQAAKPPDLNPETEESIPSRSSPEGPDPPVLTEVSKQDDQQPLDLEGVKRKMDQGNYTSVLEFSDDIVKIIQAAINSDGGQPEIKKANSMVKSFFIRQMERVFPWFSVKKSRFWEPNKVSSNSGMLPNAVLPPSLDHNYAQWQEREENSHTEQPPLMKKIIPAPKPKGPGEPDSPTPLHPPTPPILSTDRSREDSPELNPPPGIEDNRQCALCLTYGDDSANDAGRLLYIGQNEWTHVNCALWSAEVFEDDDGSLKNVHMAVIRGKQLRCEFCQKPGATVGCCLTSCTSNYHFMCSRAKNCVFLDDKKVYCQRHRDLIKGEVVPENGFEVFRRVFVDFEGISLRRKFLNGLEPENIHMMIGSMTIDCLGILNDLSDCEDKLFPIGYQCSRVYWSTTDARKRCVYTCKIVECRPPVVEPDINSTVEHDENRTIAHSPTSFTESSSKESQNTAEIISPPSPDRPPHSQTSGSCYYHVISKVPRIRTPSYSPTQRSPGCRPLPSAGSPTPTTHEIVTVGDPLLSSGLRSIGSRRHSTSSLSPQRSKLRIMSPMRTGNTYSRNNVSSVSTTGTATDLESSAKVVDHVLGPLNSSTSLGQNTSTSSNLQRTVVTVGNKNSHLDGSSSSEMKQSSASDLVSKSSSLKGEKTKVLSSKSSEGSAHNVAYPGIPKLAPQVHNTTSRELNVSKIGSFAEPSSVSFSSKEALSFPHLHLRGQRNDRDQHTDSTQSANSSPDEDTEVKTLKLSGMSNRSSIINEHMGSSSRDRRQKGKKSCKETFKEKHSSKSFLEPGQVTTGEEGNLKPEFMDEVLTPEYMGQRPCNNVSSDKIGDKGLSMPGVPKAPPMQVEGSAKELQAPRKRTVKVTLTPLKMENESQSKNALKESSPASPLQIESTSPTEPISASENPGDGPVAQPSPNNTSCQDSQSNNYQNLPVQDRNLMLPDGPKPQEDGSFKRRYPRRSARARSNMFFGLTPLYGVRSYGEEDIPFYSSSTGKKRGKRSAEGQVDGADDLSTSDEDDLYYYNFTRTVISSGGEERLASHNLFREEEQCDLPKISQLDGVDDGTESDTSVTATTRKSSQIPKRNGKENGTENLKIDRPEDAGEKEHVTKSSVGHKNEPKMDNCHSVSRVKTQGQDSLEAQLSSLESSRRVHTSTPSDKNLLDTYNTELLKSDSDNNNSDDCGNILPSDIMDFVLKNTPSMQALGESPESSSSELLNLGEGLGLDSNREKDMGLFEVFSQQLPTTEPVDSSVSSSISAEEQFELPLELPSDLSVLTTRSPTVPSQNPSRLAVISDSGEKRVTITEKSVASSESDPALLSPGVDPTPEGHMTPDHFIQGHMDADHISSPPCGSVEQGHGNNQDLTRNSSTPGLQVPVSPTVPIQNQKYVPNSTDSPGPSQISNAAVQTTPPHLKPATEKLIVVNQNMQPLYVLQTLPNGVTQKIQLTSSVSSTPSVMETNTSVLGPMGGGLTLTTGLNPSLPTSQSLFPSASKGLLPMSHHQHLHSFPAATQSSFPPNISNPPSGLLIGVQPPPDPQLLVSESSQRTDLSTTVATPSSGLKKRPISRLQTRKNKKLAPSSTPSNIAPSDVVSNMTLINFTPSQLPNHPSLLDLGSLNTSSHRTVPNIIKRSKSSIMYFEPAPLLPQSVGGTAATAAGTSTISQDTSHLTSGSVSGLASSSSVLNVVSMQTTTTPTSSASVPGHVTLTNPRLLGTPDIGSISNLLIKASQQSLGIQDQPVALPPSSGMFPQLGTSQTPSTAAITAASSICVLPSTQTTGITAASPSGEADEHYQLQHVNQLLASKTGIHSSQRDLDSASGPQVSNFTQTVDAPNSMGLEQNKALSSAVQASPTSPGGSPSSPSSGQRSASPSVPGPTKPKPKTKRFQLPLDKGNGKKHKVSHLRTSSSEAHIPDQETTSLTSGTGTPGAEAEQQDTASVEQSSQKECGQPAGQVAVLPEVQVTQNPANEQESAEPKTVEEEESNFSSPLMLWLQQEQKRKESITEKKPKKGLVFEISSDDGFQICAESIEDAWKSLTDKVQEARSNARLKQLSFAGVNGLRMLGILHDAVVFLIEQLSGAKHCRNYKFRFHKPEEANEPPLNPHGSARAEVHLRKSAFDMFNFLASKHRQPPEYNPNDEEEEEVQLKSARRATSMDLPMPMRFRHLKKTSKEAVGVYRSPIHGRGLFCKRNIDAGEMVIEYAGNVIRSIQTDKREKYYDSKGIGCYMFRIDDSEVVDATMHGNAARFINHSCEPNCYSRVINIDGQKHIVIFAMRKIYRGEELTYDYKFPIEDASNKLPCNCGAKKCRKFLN
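Purified MLL-CXXC (added from a 7 uM solution) was preincubated 5 min at ambient with pinned compounds in 50 mM Tris-HCl pH 7.5, 50 mM NaCl, 1 mM DTT, 0.05% BSA. Fluorescein-labeled HOX-A9 DNA (50 nM solution) followed, 30 min, then polarization read.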
ASM inhibitor = human S-ASM enzyme inhibition; P17405; placental ASM, HMU-PC fluorogenic substrate, 60 min; Potency, µM (series often up to 57.5 µM), without a hit: at the top dose activity change, negative = inhibition, hits mostly inhibitors; 0.006% of 340,000 active; AID 504937; also: potency is read from the fitted curve at half-maximal effect
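Fluorogenic HMU-PC substrate (9 uM final) is turned over by placental ASM in 60 min at 37 C after a 10 min compound preincubation. Reaction ended by alkaline stop (pH 10), with fluorescence read at 386/447 nm.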
FBPA coupling cs = counter-screen for Giardia aldolase inhibitors: coupling enzyme system | coupling enzyme system counterscreen, AmpLite Red fluorescence | activity change, negative = inhibition, % at 58.2 µM, hits read low | 0.67% of 290,000 active | AID 2472; in the data active = activity change below about -30%; also: % is scaled to controls: 0 for no effect and ±100 for the full control effect
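Fluorescence at 525 nm excitation and 598 nm emission measured inhibition of the coupled detection system without aldolase. Compounds (at 57.5 uM final) were preincubated 10 min at room temperature with coupling enzyme reagent before a 20 min substrate/AmpLite Red step.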
KCNH2 3.1 block = inhibitors of human KCNH2 3.1 potassium channel isoform; U2OS KCNH2 3.1, thallium flux FluxOr; hits give low values; activity change, % (tested at about 1.8 µM); 0.95% of 340,000 active;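 active = maximum activity change below -70%; inconclusive = maximum activity change from -70% to -50%; inactive = maximum activity change above -50%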;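 also: thallium influx rate constant from kinetic fluorescence after stimulation buffer; % is scaled to controls: 0 for no effect and ±100 for the full control effect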
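Measured as rate of thallium-driven FluxOr signal in transduced U2OS cells carrying the 3.1 channel, read kinetically for 2 min upon stimulation; values are rate constants scaled to DMSO control wells.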
KCNH2 WT inh = inhibitors of human wildtype KCNH2 potassium channel; 0.37% of 340,000 active; activity change, % at 1.84 µM; U2OS, BacMam KCNH2, thallium flux FluxOr; hits give low values; Q12809;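 active = maximum activity change below -70%; inconclusive = maximum activity change between -70% and -50%; inactive = maximum activity change above -50%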; also: % is scaled to controls: 0 for no effect and ±100 for the full control effect
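U2OS cells were transduced with wild-type KCNH2 virus (2.03 x 10^8 / mL) for 4 h at room temperature, then cultured overnight at 37 C. Thallium flux was read with FluxOr dye. Rate constants were normalized to DMSO controls.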
MBNL1 CUG block = MBNL1-poly(CUG) RNA binding inhibition; AID 2675; Potency, µM (highest dose often 57.5 µM), for inactives: at the highest dose activity change, negative = inhibition, usual class: inhibitors; Q9NR56; 0.036% of 280,000 active; TR-FRET MBNL1-His/biotin-(CUG)12 binding, 665/545 ratio; active = well fitted inhibition curve with a large enough effect in the signal ratio, with a control signal flat, not every such curve was filed as active; inconclusive = small, poorly fitted or top-dose-only effect, or effect the other way, or a change in a side signal; inactive = no such curve, though single readings can be large or run the other way; the % refers to the signal ratio; also: potency is read from the fitted curve at half-maximal effect; % is scaled to controls: 0 for no effect and ±100 for the full control effect
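His-tagged MBNL1 binding to biotinylated (CUG)12 RNA was measured by TR-FRET using terbium anti-His antibody (0.055 ng/ul final) and streptavidin-XL665 (5 nM final). Compounds were titrated 92 nM to 58 uM; 60 min at room temperature.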
GALK inh = inhibitors of human galactokinase; P51570; Purified GALK, Kinase-Glo residual ATP luminescence; Potency, µM (doses to about 57.5 µM), for the others: at the top dose activity change, negative = inhibition, hits mostly inhibitors; 0.007% of 270,000 active; AID 1868; also: potency is read from the fitted curve at half-maximal effect; % is scaled to controls: 0 for no effect and ±100 for the full control effect
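5 nM enzyme, 35 uM ATP, 100 uM galactose, 20 mM HEPES pH8.0, 5 mM MgCl2; 1 h RT; residual ATP by Kinase-Glo Plus luminescence, qHTS format.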
TRPV1 agonist = human TRPV1 agonism; Q8NER1; TRPV1-expressing cells, Fluo-8 calcium influx, agonist mode; activation, % at 8.33 µM; 0.19% of 320,000 active; AID 540275; in the data active = activation above about 80%; inconclusive = between about 30% and that limit; also: 0% is about no effect
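TRPV1-expressing cells were cultured overnight at 35.5C and loaded with Fluo-8 calcium dye for 40 to 90 min at room temperature. After a 10 s baseline, compound was added and calcium influx was read kinetically for 3 min (ex 480/em 520 nm).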
* marks the source's active call; other numbers are inactive results; i = inactive; ? = inconclusive; nt = no result given; & = joins results of further samples; [ ] = dose if it differs, or a comment. Unless noted, calls follow the shape of the dose curve; as a rule, active = well fitted curve in the direction sought with a large enough effect; inconclusive = small, poorly fitted or top-dose-only effect, or another doubt; inactive = no such curve, though single readings can be large; an effect the other way counts as inactive or inconclusive. An unsorted share of the library; 2% or so of the library scored in one or more.

SMILES	AT treatment	a7 integrin act	CXXC DNA block	ASM inhibitor	FBPA coupling cs	KCNH2 3.1 block	KCNH2 WT inh	MBNL1 CUG block	GALK inh	TRPV1 agonist
Cc1cc(C)nc(NS(=O)(=O)c2ccc(N3C(=O)c4ccccc4C3=O)cc2)n1	-5%	-3%	?	7%	-3	5	-6	nt	1%	0
c1ccc2c(c1)ncn2Cc1nnc2sc(-c3ccncc3)nn12	3%	-19%	-8%	-2%	-3	-6	-11	1%	0%	-13
O=C(N/N=C/c1ccc[nH]1)c1ccc([N+](=O)[O-])cc1	-7%	5%	2%	3%	0	-11	8	nt	2%	15
O=C(/C=C/c1ccc(Cl)cc1)N1CCN(c2ncccn2)CC1	-1%	nt	0%	nt	2	nt	nt	1%	-3%	-2
CCOc1ccc(C(=O)NC2C(=O)N3C(C(=O)O)=C(COC(C)=O)CSC23)cc1OCC (configuration not stated)	-4%	13%	nt	-2%	nt	-8	3	nt	nt	-4
Nc1nc(-c2cccnc2)nn1C(=O)c1ccc(F)cc1	10%	?	82%[activator]	0%	1	14	1	-14%	1%	-1
CCOc1ccc(S(=O)(=O)NC(C)C(=O)NC2CCCC2)cc1 (configuration not stated)	-8%	0%	6%	-1%	nt	nt	22	1%	-1%	0
CCC1CCCCN1Cc1ccc(CNC(=O)CCc2nnc3ccc(N4CCCCC4)nn23)o1 (configuration not stated)	3%	30%	5%	-1%	1	14	-26	-5%	1%	-2
COc1ccccc1NC(=O)CSc1ccc2nnc(-c3ccncc3)n2n1	9%	-10%	1%	0%	6	4	42	-13%	1%	nt
C/C(=N/NC(=O)c1sc(NS(=O)(=O)c2ccccc2)nc1C)c1sc(N)nc1C	-10%	-9%	4%	0%	6	2	-10	7%	-3%	0
COc1ccc(C2c3c(-c4cc(Cl)c(C)cc4O)n[nH]c3C(=O)N2Cc2cccnc2)cc1OC (configuration not stated)	0%	5%	-6%	-9%	7	15	10	-1%	1%	-1
O=C(OC(c1ccccc1)c1nccc2ccccc12)c1ccccc1 (configuration not stated)	nt	-13%	nt	-4%	nt	-11	7	nt	nt	nt
O=S(=O)([O-])C/C(=C\c1ccc(Cl)cc1)c1cc[n+](CCO)cc1	0%	2%	-24%	1%	2	7	2	?	2%	-2
CCS(=O)(=O)N1CCN(C2CCC(c3ccccc3)CC2)CC1 (configuration not stated)	-1%	nt	2%	nt	3	nt	nt	6%	3%	0
COc1ccc(CCNC(=O)CCCCCn2c(SCC(N)=O)nc3cc4c(cc3c2=O)OCO4)cc1OC	0%	13%	7%	0%	0	-6	18	-1%	0%	1
CSc1nnc(C)c(=O)n1COC(=O)/C=C/c1ccccc1	-3%	-44%	26%	-1%	4	4	2	1%	0%	1
CC(C)CN(C(=O)C1CCCO1)C1CCS(=O)(=O)C1 (configuration not stated)	-1%	1%	nt	3%	nt	2	-9	nt	nt	0
O=C(NCCCN1CCOCC1)c1cccc(S(=O)(=O)Nc2ccc(F)cc2)c1	6%	?	nt	8%	nt	-19	10	nt	nt	1
CC(=O)c1ccc(N=Nc2c(C)[nH]n(-c3ccccc3)c2=O)cc1	-8%	21%	?	?	1	-35	4	12%	-3%	2
O=C(Cc1c(F)cccc1Cl)N1CCOCC1	1%	0%	1%	0%	4	-7	2	0%	-2%	0
COc1cc2c(cc1OC)C(C)N(C(=O)c1cc3c(s1)-c1c(C)cccc1OC3)CC2 (configuration not stated)	32%	-23%	13%	i	-3	-5	1	15%	nt	12
Cn1c(C(=O)N2CCN(c3ccccn3)CC2)cc2ccccc21	3%	10%	-6%	4%	1	5	-12	2%	0%	5
O=C(O)c1cccc(CSc2nnc(COc3ccccc3)o2)c1	0%	21%	-7%	4%	23	2	1	-10%	0%	0
CN1C(=CC=C2C=C(I)C(=O)C(I)=C2)C(C)(C)c2ccccc21	-3%	-60%[inhibitor]	77%[activator]	-20%	18	-12	17	?	23%	19

Shown with two lines to a compound: 2 of the compounds above.
Value order – AT treatment | a7 integrin act | CXXC DNA block | ASM inhibitor | FBPA coupling cs | KCNH2 3.1 block | KCNH2 WT inh | MBNL1 CUG block | GALK inh | TRPV1 agonist
CCOc1ccc(C(=O)NC2C(=O)N3C(C(=O)O)=C(COC(C)=O)CSC23)cc1OCC (configuration not stated)
 : -4% | 13% | nt | -2% | nt | -8 | 3 | nt | nt | -4
Nc1nc(-c2cccnc2)nn1C(=O)c1ccc(F)cc1
 : 10% | ? | 82%[activator] | 0% | 1 | 14 | 1 | -14% | 1% | -1

Next structures follow.
SMILES	AT treatment	a7 integrin act	CXXC DNA block	ASM inhibitor	FBPA coupling cs	KCNH2 3.1 block	KCNH2 WT inh	MBNL1 CUG block	GALK inh	TRPV1 agonist
Cc1ccc(S(=O)(=O)N(C)CCCC(=O)NC(C)(C)C)cc1	1%	-20%	-3%	-1%	1	-13	-7	-7%	-2%	2
Cc1cc(=O)oc2cc(OCC(=O)OCC(=O)NCCc3ccccc3)ccc12	-2%	-9%	1%	24%	1	-2	13	-3%	0%	3
CCC(C)(C)NC(=O)Cn1c(-c2ccc(C)cc2)noc1=O	0%	?	3%	2%	1	4	0	-10%	-1%	-1
COc1ccc(CNC(=O)c2oc3ccc(S(=O)(=O)N4CCOCC4)cc3c2C)cc1	5%	3%	7%	-3%	0	-2	9	2%	-2%	-1
Cc1ccc(S(=O)(=O)N(CC(=O)N2CCOCC2)C2CCCCC2)cc1	0%	17%	5%	1%	3	-3	-2	-7%	2%	0
CCN1/C(=C2\C(=O)N(C)C(=S)N2c2ccccc2)C=Cc2ccccc21	-64%[inhibitor]	16%	-11%	6%	-3	0	-14	?	9%	-2
CC(=O)c1cccc(NC(=S)NCCc2ccc(F)cc2)c1	0%	0%	?	3%	0	0	-12	3%	-3%	?
CSC1=C(C#N)C(c2ccccc2)C(C(C)=O)=C(C)N1 (configuration not stated)	11%	4%	-17%	12%	1	-9	-11	5%	1%	1
COc1ccc(CNc2nn[nH]n2)cc1OC	-3%	-12%	4%	4%	0	8	-2	-5%	-2%	-3
Cc1ccc(N2C(=O)c3ccc(C(=O)O)cc3C2=O)c(C)c1	nt	10%	-4%	5%	15	-9	2	?	1%	-1
O=C(O)CCCn1c(=O)c2cccn2c2ccc(F)cc21	7%	-42%	-1%	3%	-2	24	-1	-2%	0%	1
O=C(O)C1CC(c2ccccc2)=Nc2ccccc2S1 (configuration not stated)	25%	3%	-9%	-3%	-14	-11	-7	-6%	1%	?
CC(=O)c1c(C)[nH]c(C(=O)CN2CCN(S(=O)(=O)c3ccccc3)CC2)c1C	4%	-25%	nt	1%	nt	1	0	nt	nt	3
O=C(N/N=C\C=C\c1ccco1)C1COc2ccccc2O1 (configuration not stated)	0%	-21%	-4%	-5%	-8	0	0	6%	-1%	0
O=Cc1cn(-c2ccccc2)nc1-c1cccnc1	-5%	-1%	-13%	-4%	3	-10	22	-3%	3%	7
COc1ccccc1CN1CC(C(=O)NCc2cccc(Cl)c2)CCC1=O (configuration not stated)	-3%	-16%	-6%	-1%	nt	-8	-6	-2%	-1%	6
CCN1C(=NCCc2cccnc2)N[C@@H](c2ccccc2)C(C(=O)OC)=C1C	6%&5%	-8%	11%&9%	11%	0&1	1	9	-6%&4%	nt	-1&-4
CC(C)(C)NC(=S)Nc1ccc(Br)cc1	6%	-50%[inhibitor]	3%	2%	7	2	0	-1%	4%	2
Cc1cc(N2CCN(c3ccccn3)CC2)n2cc(-c3ccccc3)nc2n1	9%	6%	-2%	1%	2	-16	15	2%	-1%	?
COC1=NC(=C(c2ccccc2)c2ccccc2)OC1=O	nt	-24%	nt	-1%	nt	0	-3	nt	nt	nt
COc1cc(C(=O)Nc2nc3ccc(C)cc3s2)ccc1OCc1c(C)noc1C	29%	-43%	31%[activator]	8%	6	-2	1	-5%	-2%	6
Cc1ccc(O)c(NC(=O)COc2cc(C)ccc2C)c1	2%	24%	9%	-1%	0	-11	-24	0%	1%	1

Of the compounds above, these have fluorine.
SMILES	AT treatment	a7 integrin act	CXXC DNA block	ASM inhibitor	FBPA coupling cs	KCNH2 3.1 block	KCNH2 WT inh	MBNL1 CUG block	GALK inh	TRPV1 agonist
Nc1nc(-c2cccnc2)nn1C(=O)c1ccc(F)cc1	10%	?	82%[activator]	0%	1	14	1	-14%	1%	-1
O=C(NCCCN1CCOCC1)c1cccc(S(=O)(=O)Nc2ccc(F)cc2)c1	6%	?	nt	8%	nt	-19	10	nt	nt	1
O=C(Cc1c(F)cccc1Cl)N1CCOCC1	1%	0%	1%	0%	4	-7	2	0%	-2%	0
CC(=O)c1cccc(NC(=S)NCCc2ccc(F)cc2)c1	0%	0%	?	3%	0	0	-12	3%	-3%	?
O=C(O)CCCn1c(=O)c2cccn2c2ccc(F)cc21	7%	-42%	-1%	3%	-2	24	-1	-2%	0%	1
